UCHL1 block: inhibitors of human UCHL1 deubiquitinase; AID 1645859, 2021; purified UCHL1, Ub-rhodamine cleavage fluorescence; inhibition, % at 20 µM; 47,000 tested, 0.2% active
USP28 inh: inhibitors of human USP28 deubiquitinase; Ubiquitin carboxyl-terminal hydrolase 28 (Homo sapiens), Q96RU2; purified USP28, Ub-rhodamine cleavage fluorescence, 30 min; inhibition, % at 25 µM; 47,000 tested, 3% active; AID 1645857, 2021
Target sequence (Q96RU2 whole entry, looked up): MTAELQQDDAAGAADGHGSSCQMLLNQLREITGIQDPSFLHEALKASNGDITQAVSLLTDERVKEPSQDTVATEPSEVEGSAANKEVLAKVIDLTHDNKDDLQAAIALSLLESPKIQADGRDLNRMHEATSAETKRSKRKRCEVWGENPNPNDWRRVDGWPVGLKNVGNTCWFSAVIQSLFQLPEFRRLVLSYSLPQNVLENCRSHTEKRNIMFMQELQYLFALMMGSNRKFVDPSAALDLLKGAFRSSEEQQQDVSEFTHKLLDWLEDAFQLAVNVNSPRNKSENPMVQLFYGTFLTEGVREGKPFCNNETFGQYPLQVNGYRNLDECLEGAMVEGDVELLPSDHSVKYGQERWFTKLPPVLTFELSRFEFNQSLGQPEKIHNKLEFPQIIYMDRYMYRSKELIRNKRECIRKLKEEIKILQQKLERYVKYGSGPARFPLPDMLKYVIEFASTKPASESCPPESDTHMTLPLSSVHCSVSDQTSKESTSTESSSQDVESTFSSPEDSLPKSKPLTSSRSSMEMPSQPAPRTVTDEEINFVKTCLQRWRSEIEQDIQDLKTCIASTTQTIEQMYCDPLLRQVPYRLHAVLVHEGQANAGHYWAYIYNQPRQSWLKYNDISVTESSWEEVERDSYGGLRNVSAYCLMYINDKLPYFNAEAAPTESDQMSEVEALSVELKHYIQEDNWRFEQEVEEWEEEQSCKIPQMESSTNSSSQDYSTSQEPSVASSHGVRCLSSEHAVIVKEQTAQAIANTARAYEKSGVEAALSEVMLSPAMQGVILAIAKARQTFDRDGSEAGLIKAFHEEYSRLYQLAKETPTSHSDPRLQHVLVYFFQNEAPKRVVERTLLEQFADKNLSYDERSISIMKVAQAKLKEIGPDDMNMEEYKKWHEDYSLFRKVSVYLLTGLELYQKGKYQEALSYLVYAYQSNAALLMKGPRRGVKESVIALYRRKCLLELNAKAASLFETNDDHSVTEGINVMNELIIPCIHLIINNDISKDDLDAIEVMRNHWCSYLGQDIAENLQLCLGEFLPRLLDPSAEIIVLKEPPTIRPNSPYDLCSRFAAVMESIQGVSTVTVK
OTUD3 block: inhibitors of human OTUD3 deubiquitinase. OTU domain-containing protein 3 (Homo sapiens), Q5T2D3. purified OTUD3, Ub-rhodamine fluorescence, 2 h. inhibition, % at 25 µM. 47,000 tested, 0.7% active. AID 1645858, 2021
USP7 block: inhibitors of human USP7 deubiquitinase | AID 1645854, 2021 | inhibition, % at 20 µM | 47,000 tested, 0.3% active | purified USP7, Ub-rhodamine cleavage fluorescence | Ubiquitin carboxyl-terminal hydrolase 7 (Homo sapiens), Q93009
USP10 block: inhibitors of human USP10 deubiquitinase | purified USP10, Ub-rhodamine fluorescence, 60 min | AID 1645856, 2021 | 47,000 tested, 1.1% active | inhibition, % at 20 µM
USP30 inh: inhibitors of human USP30 deubiquitinase; Ubiquitin carboxyl-terminal hydrolase 30 (Homo sapiens), Q70CQ3; purified USP30, Ub-rhodamine cleavage fluorescence; inhibition, % at 25 µM; 47,000 tested, 5.3% active; AID 1645860, 2021
USP8 inh: inhibitors of human USP8 deubiquitinase | Ubiquitin carboxyl-terminal hydrolase 8 (Homo sapiens), P40818 | 47,000 tested, 4.2% active | purified USP8, Ub-rhodamine cleavage fluorescence, 30 min | inhibition, % at 20 µM
USP17 inh: inhibitors of human USP17 deubiquitinase. inhibition, % at 50 µM. 47,000 tested, 6.5% active. AID 1645855, 2021. purified USP17, Ub-rhodamine cleavage fluorescence, 3 h
* marks the source's active call; other numbers are inactive results; . = no result given. Rule as the data show it: active = inhibition above about 30%; inactive = the rest.

SMILES	UCHL1 block	USP28 inh	OTUD3 block	USP7 block	USP10 block	USP30 inh	USP8 inh	USP17 inh
O=C(OCc1ccc([N+](=O)[O-])cc1)C1CCN(S(=O)(=O)c2cccc3cccnc23)CC1	3	28	18	11	15	44*	-33	3
NC(=O)c1ccc(CN2CCC3(CC2)CC3c2nnc(-c3cccc(F)c3)o2)cc1 (stereo not drawn)	-3	-7	2	-2	-4	-43	-15	-14
Cc1nc(C)c(CC(=O)N2CCCCC2c2nnc(-c3nccc4ccccc34)o2)s1 (stereo not drawn)	4	2	0	-2	-3	0	-5	6
Clc1cccc(Cl)c1-c1noc(-c2ccno2)n1	0	-5	-5	-28	1	4	0	-3
COc1cccc(C2c3[nH]c4ccccc4c3C[C@@H]3C(=O)N(Cc4ccc5c(c4)OCO5)CC(=O)N23)c1 (stereo partly drawn)	0	-15	-15	0	-5	-55	13	-1
COc1ccccc1NC(=O)CSc1nc2ccccc2n1S(=O)(=O)c1cc([N+](=O)[O-])ccc1C	1	4	-2	-6	6	-44	-116	-50
Cc1nn2c(S(=O)(=O)Nc3cccc(F)c3C)c(C)nc2s1	2	20	18	8	2	29	19	13
O=C(COC(=O)C(Cc1c[nH]c2ccccc12)NC(=O)c1ccccc1Cl)Nc1ccc([N+](=O)[O-])cc1C(F)(F)F (stereo not drawn)	1	-3	-1	12	32*	-2	57*	-1
COc1ccccc1[C@]1(C(=O)N2CCOCC2)C[C@H]1COc1ccc(S(C)(=O)=O)cc1	-1	-2	0	-19	-1	4	3	9
Cc1cccnc1CN1CCCC(c2nccnc2Nc2cnccn2)C1 (stereo not drawn)	-2	-11	-11	0	-2	-24	-47	-22
CS(=O)(=O)c1cccc(C(=O)Nc2nc(-c3ccncc3)cs2)c1	-3	-2	1	3	4	-9	-41	6
Cc1ccc(NS(=O)(=O)c2[nH]ncc2C(=O)Nc2ccccc2)cc1	-1	1	1	-2	4	1	-12	0
Cc1ccc(NS(=O)(=O)c2ccc3c(c2)NC(=O)CC(=O)N3)cc1C	-1	1	1	2	-1	-17	4	-13
CS(=O)(=O)N1CCc2ccc(C(=O)Nc3ccc(F)cc3)cc21	0	-8	-7	0	-1	-27	3	33*
CCn1cc(CN2C[C@@H](c3cc(F)cc(F)c3)[C@@]3(CCCCC(=O)N3)C2)c(C)n1	0	5	7	0	1	12	15	10

Brought forward from above: 4 compounds, followed by the next part.
SMILES	UCHL1 block	USP28 inh	OTUD3 block	USP7 block	USP10 block	USP30 inh	USP8 inh	USP17 inh
Cc1ccc(NS(=O)(=O)c2[nH]ncc2C(=O)Nc2ccccc2)cc1	-1	1	1	-2	4	1	-12	0
Cc1ccc(NS(=O)(=O)c2ccc3c(c2)NC(=O)CC(=O)N3)cc1C	-1	1	1	2	-1	-17	4	-13
CS(=O)(=O)N1CCc2ccc(C(=O)Nc3ccc(F)cc3)cc21	0	-8	-7	0	-1	-27	3	33*
CCn1cc(CN2C[C@@H](c3cc(F)cc(F)c3)[C@@]3(CCCCC(=O)N3)C2)c(C)n1	0	5	7	0	1	12	15	10
Cc1nc(CC(=O)Nc2ccc(F)cc2)sc1C(=O)NC1CC1	-3	-13	-41	-4	-4	-113	-9	-11
COc1ccccc1N1CCN(S(=O)(=O)c2cc3c(cc2C)NC(=O)CO3)CC1	-5	-13	-17	-7	-3	-19	0	-6
COc1cccc(S(=O)(=O)N2CCc3nc4ccccc4n3CC2)c1	-1	-5	2	2	0	0	-1	14
Cc1nnc(-c2cc(C)n(CC(=O)NCc3ccccc3Cl)c2C)o1	1	9	-10	-1	-4	18	-3	21
COCCN1C[C@@]23CN(C(=O)NCc4ccccc4C)C[C@@H](C[C@@H]2S1(=O)=O)O3	2	17	12	4	-1	27	-20	8
CC(=O)N(Cc1nn(C)c2c1CN(S(=O)(=O)c1ccccc1)CC2)c1ccccc1	1	0	9	1	0	17	-3	-9
Cc1nn(-c2ccccc2)cc1-c1noc(C(=O)NCc2ccc(F)cc2)n1	3	14	6	-35	10	25	5	6
COC(=O)CCC(=O)N1CCc2nc(C(=O)N3CCCC3)sc2CC1	0	4	3	5	0	13	-2	3
Fc1ccc(Cn2cc(-c3noc(-c4ccccn4)n3)nn2)cc1	1	9	1	3	0	2	-79	-19
Cc1nc(C2CCN(C(=O)c3ccc(N)nc3)CC2)nc2c1CCCN2C	2	13	14	4	2	23	13	16
Cc1ccn(-c2ccc(NC(=O)c3ccccc3Sc3ccccc3C#N)cc2)n1	3	38*	14	9	7	35*	12	50*
O=S(=O)(NCCc1csc(-c2cccnc2)n1)c1ccc2ccccc2c1	-6	-22	-17	-7	-4	-73	-22	-14
CC(C)NS(=O)(=O)c1ccc(CCC(=O)Nc2ccc3c(c2)OCCO3)cc1	-5	82*	-5	-9	1	0	-6	2
Cc1nc2ccccc2n1CC(=O)OCc1ccc(C#N)cc1	0	-18	-7	-5	2	-4	1	-11
COc1ccc(C(=O)c2nnn(-c3ccc(OC(F)(F)F)cc3)c2C)cc1	3	28	24	9	10	25	33*	19
COc1ccc2c(c1)c([C@H]1CN(Cc3ccccc3)C[C@@H]1NC(C)=O)cn2C	3	2	5	0	-5	2	20	0
Cc1nc(C2CCCN2CCn2cc(Br)cn2)no1 (stereo not drawn)	-5	-10	-5	-2	-4	-31	-14	-12
COc1ccc([C@@H]2c3c(C)nn(-c4ccccc4)c3NC(=O)[C@H]2NC(=O)c2ccc(Cl)cc2)cc1	2	-10	0	5	1	-1	7	-8
O=C(CCn1c(=O)c2sccc2n(Cc2ccc([N+](=O)[O-])cc2)c1=O)NCc1ccccc1	10	28	44*	21	39*	50*	61*	52*
Cn1ncc2c(NCc3ccccc3)nc(N3CCOCC3)nc21	-2	-11	-12	-14	3	-14	-6	-8
CC(C)(C)c1ccc(Cn2nnc3c(=O)[nH]c(C4CCN(S(=O)(=O)c5ccc(S(=O)(=O)NC6CCCC6)cc5)CC4)nc32)cc1	-3	0	7	0	29	26	-176	16
Cc1nc(C2CCCN2C(=O)c2cc3c([nH]c2=O)CCCCC3)no1 (stereo not drawn)	2	5	5	3	0	13	11	-1
O=C1NCc2ccccc2CC12CCN(Cc1ccc(F)cc1)CC2	-4	-5	-2	4	-7	-22	-8	-11
N#Cc1cccc(C(=O)N2C[C@H](OCc3cccnc3)[C@H]3COC[C@H]32)c1	-2	-13	-3	-9	3	4	-71	-29
O=C(c1ccccc1F)N1CCCn2cc(-c3ccccc3F)nc21	0	-5	0	-7	1	0	-5	-7
CCN1C(=O)Cc2cc(NS(=O)(=O)c3cc(C)ccc3OC)ccc21	1	0	6	2	0	11	2	47*
O=C(COc1ccc(Cl)cc1)Nc1ccc2c3c(cccc13)CC2	-4	-33	-18	0	-2	-56	14	-21
CC(=O)NC1CCN(C(=O)c2sc(-c3ccc(F)cc3)nc2C)CC1	0	3	10	3	-1	17	17	9
Cc1nn(-c2ccc(Cl)cc2)c2[nH]c(=O)c(CNCc3ccc(F)cc3)cc12	-2	-40	-22	7	-6	-208	76*	-107
Cc1ccc(CNC(=O)C2(C)Cn3nc(C)cc3C(=O)N2c2ccc3c(c2)OCCO3)cc1 (stereo not drawn)	2	13	12	3	-1	8	11	8
Cc1c(C(=O)N(C)C2CCN(C)CC2)oc2c1/C(=N\O)CC(C)(C)C2	-2	-5	2	-1	-1	-11	-17	-8
CCC(=O)N1CCc2cc(CNS(=O)(=O)c3ccccc3)ccc21	1	20	9	0	-2	5	10	21
CCS(=O)(=O)c1ccccc1C(=O)Nc1ccc2sc(C)nc2c1	3	55*	7	4	0	5	16	5
Cn1nc(C(=O)N2CCOCC2)c2c1CN(Cc1cccc(C#N)c1)C2	0	8	8	2	-2	17	-24	6
COc1ccc(C2=NC3(CCN(Cc4cccc(F)c4)CC3)NC2=O)cc1	2	-14	-2	0	-1	-23	-54	-22
O=C(Cc1ccc(-n2c(=O)[nH]c3ccsc3c2=O)cc1)N1CCC(Cc2ccccc2)CC1	1	37*	18	-2	7	29	0	47*
Cc1ccc(Sc2ccccc2NC(=O)c2ccccc2Cl)cc1	6	10	11	9	12	14	11	0
O=C(Cc1ccc(F)cc1)N1CCCn2nnc(CN3CCCCC3)c2C1	0	-8	-1	-3	1	-7	-134	-18
O=C(CCn1nnc2cc(-c3noc(-c4ccccn4)n3)ccc21)N1CCOCC1	5	-1	9	0	-1	9	13	1
CC1CCCN(C(=O)c2ccc(COc3ccccc3Br)cc2)C1 (stereo not drawn)	2	1	-2	5	14	6	-9	-5
CCN(c1ccccc1)S(=O)(=O)c1ccc(OCc2nc3ccccc3s2)cc1	-12	-24	-20	-3	-10	-76	-11	-17
Cc1cc(C)n(-c2ccnc(N3CCC(C(=O)N4CCN(c5ccccn5)CC4)CC3)n2)n1	1	30*	4	1	-2	5	5	-4
COc1ccccc1C(=O)N1CCn2c(nc3ccccc32)CC1C (stereo not drawn)	0	6	11	1	-1	5	1	0
COc1ccc2[nH]c3c(c2c1)CCN1C(=O)N(c2ccccc2C(=O)NCCc2ccc(F)cc2)C(=O)[C@]31C	1	4	5	3	3	4	7	10
COC(=O)c1cc2c(ccn2-c2ccc(F)cc2)n1CC(=O)N(Cc1ccc(OC)cc1)c1ccc(F)cc1	-10	-15	-10	0	-8	-86	-6	-22

Structures shown so far that contain a cyano group (four):
SMILES	UCHL1 block	USP28 inh	OTUD3 block	USP7 block	USP10 block	USP30 inh	USP8 inh	USP17 inh
Cc1ccn(-c2ccc(NC(=O)c3ccccc3Sc3ccccc3C#N)cc2)n1	3	38*	14	9	7	35*	12	50*
Cc1nc2ccccc2n1CC(=O)OCc1ccc(C#N)cc1	0	-18	-7	-5	2	-4	1	-11
N#Cc1cccc(C(=O)N2C[C@H](OCc3cccnc3)[C@H]3COC[C@H]32)c1	-2	-13	-3	-9	3	4	-71	-29
Cn1nc(C(=O)N2CCOCC2)c2c1CN(Cc1cccc(C#N)c1)C2	0	8	8	2	-2	17	-24	6

More records follow.
SMILES	UCHL1 block	USP28 inh	OTUD3 block	USP7 block	USP10 block	USP30 inh	USP8 inh	USP17 inh
COc1ccc(NC(=O)c2cnc(N3CCCCC3)nc2C)cc1OC	-3	44*	-10	-10	-4	-33	-55	-19
O=C1C(Nc2ccccc2)=CC(c2ccc(F)cc2)N1c1ccccc1 (stereo not drawn)	0	5	12	-2	3	5	-209	-42
CN1CCc2cc(C(CNC(=O)Cc3ccc(Cl)cc3)N3CCCC3)ccc21 (stereo not drawn)	-3	-12	-13	-6	-4	-12	1	-17
CC(C)c1nc(CNC(=O)C2CCCCC2)no1	0	6	4	4	-1	10	25	37*
COc1ccc(NC(=O)C2CC(=O)Nc3nc(N4CCCCC4)[nH]c(=O)c32)cc1 (stereo not drawn)	-5	-20	-13	0	0	-19	-7	-3
O=[N+]([O-])c1ccc(N2CCCC2)c(CO)c1	-2	10	-6	-5	-5	-47	-67	-9
COCCN(C(=O)C(c1ccccc1)c1ccccc1)C1CCN(C)CC1	1	15	3	-4	0	27	15	11
COc1ccccc1OCC(=O)Nc1ccc2c(c1)CCC(=O)N2Cc1ccccc1	5	15	14	8	8	54*	11	14
Cc1cc(C)n(-c2nc3c(c(=O)n2CC(=O)Nc2cccc(F)c2)CCC3)n1	3	9	11	6	0	24	7	12
COC(=O)c1ccc(CSc2nnc(CNC(=O)COc3ccc(Cl)cc3)o2)o1	-3	-7	-10	-4	0	-10	-8	-15
O=C(Nc1cccc(Cl)c1)N1CCCC(CN2CCc3ccccc3C2)C1 (stereo not drawn)	3	7	4	0	0	9	27	2
Cn1cc(NC(=O)Nc2cccc3ccccc23)c2ccccc21	7	0	-11	-5	-11	-60	89*	63*
Cc1ccccc1-c1noc(COc2ccc(C(N)=O)cc2)n1	-4	40*	-9	.	-5	0	-7	14
COc1c2c(cc3c1C(c1nnnn1-c1ccc(C)cc1C)N(C)CC3)OCO2 (stereo not drawn)	8	10	10	11	5	10	8	6
COc1ccc(S(=O)(=O)N2CCC(c3nn(C)c4nccnc34)CC2)cc1	0	-9	0	-2	0	11	-19	-1
Cc1ccccc1-c1nc(CN(C)C(=O)Nc2cccc(C)c2C)c(C)o1	2	9	10	-22	8	22	0	.
COc1ccc(C)cc1NS(=O)(=O)c1ccc2c(c1)NC(=O)C(C)CS2 (stereo not drawn)	0	-14	-7	-2	0	4	-11	7
O=C(C1CN(C(=O)c2cccc(Oc3ccccc3)c2)c2ccccc2O1)N1CCOCC1 (stereo not drawn)	2	-4	0	-7	-1	0	3	1
